Source: PubChem
inhibitors of VEEV: inhibitors of VEEV TC-83 cytopathic effect, confirmation, Vero cells (AID 588727) | Vero cells, VEEV TC-83 cytopathic effect inhibition; higher % means a stronger effect | inhibition, % at 20 µM, or IC50 in µM where a hit was titrated | 350,000 compounds, 0.13% hits; in the data active = a potency from the dose series; inconclusive = inhibition mostly from about 14% at the one dose, without a potency; inactive = the rest, 99 in 100 with inhibition below about 12%; note: strong numbers were not always called active
M. tuberculosis: growth inhibition of non-replicating M. tuberculosis (AID 488890). Mycobacterium tuberculosis non-replicating, growth inhibition; higher % means a stronger effect. inhibition, % at 25 µM; hits with a dose series show IC50 in µM. 320,000 compounds, 0.39% hits; in the data active = a potency from the dose series; inconclusive = inhibition mostly from about 82% at the one dose, without a potency; inactive = the rest, 99 in 100 with inhibition below about 76%;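 note: plate controls were DMSO cells for no effect and high antibiotic wells for full effect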
H1N1 NS1A inhibition: H1N1 influenza NS1A inhibitors, functional cell based assay (AID 504329); NS1A functional cell-based assay, percent inhibition; higher % means a stronger effect; one-dose inhibition, % at 12.5 µM; IC50 in µM for titrated hits; 340,000 compounds, 0.3% hits; in the data active = a potency from the dose series; inconclusive = inhibition above about 27% without an active follow-up result; note: strong numbers were not always called active
M. tuberculosis HTS: M. tuberculosis growth inhibition, HTS (AID 449762) | M. tuberculosis H37Rv growth inhibition, 7H9 media; higher % means a stronger effect | one-dose inhibition, % at 25 µM; IC50 in µM for titrated hits | 330,000 compounds, 0.59% hits; in the data active = a potency from the dose series; inconclusive = inhibition above about 70% without an active follow-up result;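 note: bacterial growth assessed after seven days of incubation; strong numbers were not always called active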
Salmonella PhoP GFP: PhoP regulon inhibitors, Salmonella typhi PhoP promoter GFP reporter, confirmatory (AID 1850). inhibition, % at 50 µM, or IC50 in µM where a hit was titrated. Salmonella Typhi PhoP-promoter GFP reporter, fluorescence, 4 h; higher % means a stronger effect. 310,000 compounds, 0.33% hits; in the data active = a potency from the dose series; inconclusive = inhibition mostly from about 25% at the one dose, without a potency; inactive = the rest, 99 in 100 with inhibition below about 19%;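 note: 0% = induced wells with vehicle and 100% = uninduced wells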
inhibitors of VEEV 10K pilot screen: second read-out of inhibitors of VEEV, no call of its own (marks repeat the call); inhibition, %; measured here: 10K pilot screen inhibition
Numbers without * were called inactive; i = inactive; ? = inconclusive; / = not tested or not shown.

SMILES	inhibitors of VEEV	M. tuberculosis	H1N1 NS1A inhibition	M. tuberculosis HTS	Salmonella PhoP GFP	others
CCCOc1ccccc1C1NC(=O)NC(C)=C1C(=O)OCCOC (stereo not drawn)	0.1%	5.4%	0.7%	-6.7%	1.3%
O=C(O)c1cccc(N2C(=O)c3cccc4cccc(c34)C2=O)c1	i	-6.7%	-11.2%	3.2%	1.5%
COc1ccc(CNC(=O)CS(=O)CC(=O)O)cc1OC (stereo not drawn)	0.3%	-3.2%	-10.6%	5.8%	-4.4%
Cc1cccc(-c2noc(CN(C)C(=O)c3ccc4c(c3)OCO4)n2)c1	5.2%	17.4%	-9.9%	6.9%	5.5%
O=C(CN1C(=O)C(=O)N(C2CCCC2)C1=O)Nc1ccc(F)cc1F	1.9%	/	-8.0%	/	/
COc1ccc(C(=O)NC2CCC(O)CC2)cc1S(=O)(=O)NCc1ccc(Cl)cc1 (stereo not drawn)	5.8%	30.8%	2.0%	-4.7%	/
COc1cc(N=Nc2ccc(C(=O)N(C)C)cc2)c(C)cc1N	0.4%	/	11.5%	/	/
CCOCCCn1c(-c2ccc(Cl)cc2)n[nH]c1=S	i	1.0%	2.3%	-7.2%	-3.4%
CCN1CCN(C(=O)c2ccc(CS(=O)(=O)Cc3ccccc3C)o2)CC1	1.1%	8.7%	3.2%	4.7%	5.3%
Cc1c(Cl)cccc1NC(=O)NCc1ccccn1	0.2%	-10.1%	4.4%	-11.4%	1.0%
CCCCn1c(-c2nonc2NC(=O)c2ccccc2Cl)nc2ccccc21	0.73µM*	/	-0.9%	/	/
CCCOC(=O)c1ccc(O)c(OC)c1	1.3%	1.3%	-2.6%	?	-7.5%

The final 3 records of the part above open the next one.
SMILES	inhibitors of VEEV	M. tuberculosis	H1N1 NS1A inhibition	M. tuberculosis HTS	Salmonella PhoP GFP	others
Cc1c(Cl)cccc1NC(=O)NCc1ccccn1	0.2%	-10.1%	4.4%	-11.4%	1.0%
CCCCn1c(-c2nonc2NC(=O)c2ccccc2Cl)nc2ccccc21	0.73µM*	/	-0.9%	/	/
CCCOC(=O)c1ccc(O)c(OC)c1	1.3%	1.3%	-2.6%	?	-7.5%
COc1cc(C)nc(Oc2ccc(OCCOc3ccccc3)nn2)n1	0.3%	18.9%	-7.6%	5.7%	-6.6%
COc1cc(/C=C/c2nc3ccccc3c(=O)[nH]2)cc(Cl)c1O	1.3%	-2.5%	7.5%	8.9%	-5.7%
Cc1cccc(N2CCN(C(=O)c3ccccc3NC(=O)C3=CSCCO3)CC2C)c1 (stereo not drawn)	0.1%	-0.2%	-7.3%	-0.3%	-7.0%
CC(C)c1ccc(NC2CCCN(C(=O)c3cnn(C(C)C)c3)C2)cc1 (stereo not drawn)	3.4%	11.4%	-5.1%	13.0%	-3.6%
Cc1ccccc1OCC(=O)NN1CCN(C)CC1	0.5%	-18.4%	0.7%	0.2%	-6.0%
COc1ccc(Cn2c(C)c(C)c(C#N)c2NC(=O)Nc2cccc(C)c2)cc1	0.1%	-11.0%	-2.2%	1.9%	2.1%
COCCN(CC(=O)Nc1cccc(C)c1C)C(=O)c1cc(-c2cccs2)nn1-c1ccccc1	7.4%	-14.9%	-1.3%	?	/
Cc1ccccc1-n1c(-c2csc(C)c2C)n[nH]c1=S	1.2%	-10.7%	5.4%	-3.3%	5.2%
C#CCN1C=CC(=O)[C@@H](O)[C@H]1c1ccccc1Br	0.6%	/	-3.3%	/	/
CC(=O)c1cccc(-n2c(CCC(=O)O)ccc2-c2ccccc2)c1	0.6%	11.0%	-23.8%	-4.7%	9.3%
O=C(NC(=S)Nc1ccccc1N1CCCCC1)c1ccc(F)cc1Cl	4.5%	14.9%	-1.3%	-1.8%	-2.7%
O=C1C=C(c2cccc(OCc3ccccc3)c2)C[C@@H](c2ccc3c(c2)OCO3)C1	i	-8.7%	7.0%	-1.5%	/
Cc1cccc2c(N=O)c(O)n(CCc3ccccc3)c12	0.5%	27.0%	-0.8%	2.7%	0.6%
O=C1Nc2cc(C(=O)N3CCOCC3)ccc2S/C1=C\c1ccccc1	3.3%	31.0%	2.8%	12.2%	-5.3%
Cc1cc(Cl)ccc1OCCCC(=O)N/N=C/c1cccc([N+](=O)[O-])c1	0.2%	7.1%	-7.3%	17.7%	-3.3%
COc1ccc(NC(=O)NC2CCCc3ccccc32)cc1OC (stereo not drawn)	3.2%	-5.7%	-11.1%	-3.0%	-6.6%
Cc1ccc(Nc2cc(C)nc(-c3ccccc3)n2)cc1	1.8%	7.4%	-0.7%	?	1.2%
COc1ccc(S(=O)(=O)c2c(O)c3ccc(C(=O)Nc4ccccc4F)cc3[nH]c2=O)cc1	i	-6.5%	13.8%	-2.5%	-13.6%
COc1ccc(/C=C/C(=O)OCC(=O)Nc2ccc(S(N)(=O)=O)cc2)cc1OC	0.4%	5.2%	8.2%	3.5%	-3.7%
O=C(COc1ccccc1Cl)NCCNC(=O)c1cccnc1	0.6%	4.5%	-9.2%	-1.1%	5.8%
Cc1nn(C)cc1CNC(=O)c1ccc(F)cc1	2.3%	-3.3%	-2.1%	-1.9%	1.6%
COc1ccccc1-n1c(CNC(=O)c2ccco2)n[nH]c1=S	5.0%	-5.8%	-3.8%	1.8%	-4.1%
CCOc1ccc(C(=O)CCC(=O)Nc2cccc(S(=O)(=O)N3CCCCC3)c2)cc1	0.9%	13.9%	-0.9%	-4.9%	/
Cc1ccc(S(=O)(=O)N2CCN(C(=O)COC(=O)CSc3ccccc3)CC2)c(C)c1	2.5%	-0.2%	-10.3%	-2.3%	1.1%

Overlap with the part before: 3 entries, followed by the next part.
SMILES	inhibitors of VEEV	M. tuberculosis	H1N1 NS1A inhibition	M. tuberculosis HTS	Salmonella PhoP GFP	others
COc1ccccc1-n1c(CNC(=O)c2ccco2)n[nH]c1=S	5.0%	-5.8%	-3.8%	1.8%	-4.1%
CCOc1ccc(C(=O)CCC(=O)Nc2cccc(S(=O)(=O)N3CCCCC3)c2)cc1	0.9%	13.9%	-0.9%	-4.9%	/
Cc1ccc(S(=O)(=O)N2CCN(C(=O)COC(=O)CSc3ccccc3)CC2)c(C)c1	2.5%	-0.2%	-10.3%	-2.3%	1.1%
Cc1ccc(NC(=O)COC(=O)c2ccc(F)cc2Cl)c(Br)c1	0.8%	?	2.2%	56.1%	-2.8%
O=C(N/N=C/c1ccncc1)NC12CC3CC(CC(C3)C1)C2	7.4%	35.9%	-20.5%	11.0%	4.5%
Cc1ccc(N=Cc2c(O)n(C)c(=O)n(C)c2=O)cc1	i	9.0%	-0.8%	8.3%	-0.2%
Nc1nnc(P(c2ccccc2)c2ccccc2)s1	0.1%	-6.7%	-0.2%	-1.4%	13.7%
O=C(O)CCCC(=O)NCCc1ccncc1	0.3%	-17.7%	21.8%	-7.9%	8.9%
CC(C)c1ccc(C2OCCCO2)cc1	i	/	-14.5%	/	/
Cc1ccc2c(c1)COc1c3ccc(C(=O)N[C@@H](CO)C(C)C)cc3nn1-2	1.0%	13.1%	12.7%	5.3%	10.4%
Cc1c([N+](=O)[O-])cc(C(=O)Nc2ccc3ncccc3c2)cc1[N+](=O)[O-]	1.8%	-16.0%	-1.6%	6.6%	-10.0%
COc1ccc(-n2c(Cc3cccn3C)nnc2SCC(=O)N2CCOCC2)cc1	0.6%	8.9%	8.6%	-14.3%	2.1%
Cc1ccccc1NC(=O)Cn1nc(C)c2ccccc2c1=O	0.4%	1.6%	-14.4%	0.5%	9.7%
O=C(OCc1cc2ccccc2[nH]c1=O)c1ccccn1	1.3%	-10.0%	2.9%	3.1%	-4.5%
CCOc1ccc(NC(=O)CN(C)C(=O)Cn2c(=O)oc3ccccc32)cc1OCC	1.5%	-6.6%	-7.2%	-5.2%	-1.5%
CC(=O)N1CCN(c2ccc(NCc3ccc(F)cc3)cc2)CC1	2.1%	-10.4%	-0.1%	-5.1%	1.6%
COc1ccc(CC(=O)NNC2=Nc3cccc4cccc2c34)cc1OC	4.2%	-11.0%	-25.3%	2.8%	12.5%
CC1(NC(=O)N2CCCCC2)CCS(=O)(=O)C1 (stereo not drawn)	i	13.3%	-2.8%	5.9%	-6.8%
CCOC(=O)c1ccc(NC(=S)NCCCN2CCCC2=O)cc1	1.8%	54.8%	-3.1%	1.5%	0.6%
COc1ccc(C(CNC(=O)C(C)Oc2ccc(Br)cc2)N2CCCC2)cc1 (stereo not drawn)	4.0%	4.7%	1.9%	-3.6%	3.2%
Cc1noc(C)c1S(=O)(=O)N(CC(=O)NCc1ccccc1)c1ccc(C(C)C)cc1	i	-3.7%	12.4%	3.8%	-0.6%
O=C(C[n+]1ccccc1)N/N=C/c1c(F)cccc1Cl	1.0%	1.3%	-0.3%	-1.1%	2.0%
CC1Oc2ccccc2N(CC(=O)c2ccccc2)C1=O (stereo not drawn)	2.2%	10.3%	-4.0%	-8.4%	-6.7%
O=C1[C@@H]2C(c3cccnc3)=NO[C@@H]2C(=O)N1c1ccc2ccccc2c1	i	4.0%	-4.5%	-6.3%	12.6%
O=C(CCc1ccccc1)Nc1cc2c3c(c1)CCC(=O)N3CCC2	7.3%	-15.9%	-7.8%	3.6%	11.4%
COc1cc(/C=N/n2c(-c3cc(C)[nH]n3)n[nH]c2=S)cc(OC)c1O	0.4%	-7.9%	-4.1%	-1.6%	-1.4%
CCOC(=O)NNc1cc(C(F)(F)F)ccn1	23.2%	-10.1%	-1.5%	-2.8%	7.0%

The last 4 records of the section before come first, to join the parts:
SMILES	inhibitors of VEEV	M. tuberculosis	H1N1 NS1A inhibition	M. tuberculosis HTS	Salmonella PhoP GFP	others
O=C1[C@@H]2C(c3cccnc3)=NO[C@@H]2C(=O)N1c1ccc2ccccc2c1	i	4.0%	-4.5%	-6.3%	12.6%
O=C(CCc1ccccc1)Nc1cc2c3c(c1)CCC(=O)N3CCC2	7.3%	-15.9%	-7.8%	3.6%	11.4%
COc1cc(/C=N/n2c(-c3cc(C)[nH]n3)n[nH]c2=S)cc(OC)c1O	0.4%	-7.9%	-4.1%	-1.6%	-1.4%
CCOC(=O)NNc1cc(C(F)(F)F)ccn1	23.2%	-10.1%	-1.5%	-2.8%	7.0%
O=C1ON=C(c2ccc(Cl)cc2)/C1=C/c1ccc(O)cc1	/	23.6%	/	-4.2%	-3.9%
CCCSc1nc(=O)n2cccc(C)c2n1	0.6%	3.6%	-5.7%	-0.6%	-11.0%
O=C1/C(=C/c2ccccc2)Oc2cc(OC(=O)N3CCOCC3)ccc21	0.2%	48.7%	-5.0%	-6.3%	-3.5%
COc1ccc(N2CCN(C(=O)c3ccc(C)c(Cl)c3)CC2)cc1	2.3%	24.2%	-17.2%	3.2%	5.8%
Cc1cc(C)n(C(=O)c2cccc([N+](=O)[O-])c2)n1	1.1%	-8.2%	-6.0%	-2.0%	-1.4%
Cc1cc(C(=O)O)c(CCCN)s1	i	-10.8%	-2.1%	-5.2%	4.7%
Cc1cc(SCC(=O)N2CCCC2=O)nc2ccccc12	3.4%	-4.8%	6.5%	-9.5%	/
COc1ccc(C(=O)N2CC(c3ccc(Cl)cc3)CC2=O)cc1 (stereo not drawn)	1.1%	-12.8%	/	0.4%	0.0%
COc1ccc(Nc2ncc(C(=O)N3CCN(c4ccccc4OC)CC3)c3ccccc23)cc1	5.2%	29.6%	-5.4%	69.5%	-1.7%	inhibitors of VEEV 10K pilot screen=11.7
COc1cc(C(=O)Nc2cc(C)cc(C)c2)c(-n2cnnn2)cc1OC	1.7%	6.4%	-15.4%	3.4%	5.7%
Cn1c(=O)cc(SCC(=O)NCC2CCCO2)c2ccccc21 (stereo not drawn)	7.1%	4.2%	1.0%	8.0%	4.0%
CCCC(=O)OCC(=O)Nc1ccc(N=Nc2ccccc2)cc1	2.3%	14.1%	9.6%	4.4%	6.3%
